Screens (PubChem)
XBP1 UPR activ = adaptive UPR (XBP1) activation. CHO-XBP1 luciferase reporter, IRE1-XBP1 UPR activation, luminescence; percent of tunicamycin response, DMSO as zero. activation, % at 20 µM. actives 0.33% (n = 330,000);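 active = versus positive control, 20 µM dose yields 30% or more activation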;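 also: 100% = tunicamycin at 10 µg/mL and 0% = DMSO only wells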
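Signal: luciferase luminescence; Assay system: CHO-XBP1 luciferase reporter cells; Amount: one thousand reporter cells per well; Dosing: 20 µM single concentration, DMSO 1%; Benchmarks: high control tunicamycin 10 µg/mL final, low control DMSO vehicle only; Schedule: 6 h compound exposure at 37 °C, 5% CO2; Evaluation: percent activation relative to tunicamycin reference.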
697 NFkB inh = inhibitors of the PMA/ionomycin-induced NF-kB reporter in 697 B cells; actives 0.33% (n = 330,000); inhibition, % at 4 µM; 697 B-cell NF-kB luciferase reporter, 16 h; in the data active = inhibition above about 35%
APJ antagonist = APJ receptor antagonism | CHO-K1 APJ beta-arrestin complementation, luminescence | inhibition, % at 20 µM | actives 0.32% (n = 330,000) | AID 2521;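 active = inhibition above about 40% at 20 µM, limit read from the data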;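 also: cells challenged with 10 nM apelin-13 agonist together with compound; plate controls were apelin-13 plus DMSO wells for no effect and DMSO wells lacking apelin-13 for full effect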
APJ agonist = APJ receptor agonism; P35414; CHO-K1 APJ PathHunter beta-arrestin, luminescence; 0% DMSO wells, 100% apelin; activation, % at 20 µM; actives 0.11% (n = 330,000); AID 2520;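 active = activation more than six SD over the plate average, tested at 20 µM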;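 also: 0% = DMSO alone and 100% = apelin-13 at 10 nM; some results filed as inactive read as strong as hits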
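Assay system: CHO-K1 APJ beta-arrestin complementation cell line / Compound: single test compound dose, 20 µM final, 1% DMSO / Times: overnight seeding, 90 min compound at 25 °C, 1 h detection / Technique: beta-gal luminescence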
tim23-1 inh = inhibits growth of tim23-1 mutant yeast. inhibition, % at 20 µM. actives 1.3% (n = 330,000). S. cerevisiae tim23-1 growth, BacTiter-Glo luminescence, 24 h;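 active = growth inhibition of the mutant yeast at or above 50%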;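 also: temperature-sensitive mutant grown at 25 °C; plate controls were DMSO-treated mutant yeast for no effect and medium wells lacking yeast for full effect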
Jurkat NFkB inh = inhibitors of the PMA/ionomycin-induced NF-kB reporter in Jurkat cells. inhibition, % at 4 µM. actives 0.53% (n = 330,000). PMA/ionomycin-induced NF-kB luciferase reporter, luminescence; in the data active = inhibition above about 50%
CHOP UPR activ = apoptotic UPR (CHOP) activation. CHO-CHOP luciferase reporter, luminescence; percent of tunicamycin response over DMSO baseline. activation, % at 10 µM. actives 0.34% (n = 330,000). AID 449763;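 active = at 10 µM dose, activation of 40% or more, normalized to positive control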;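 also: 100% = tunicamycin at 10 µg/mL and 0% = DMSO alone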
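assay system = CHO CHOP reporter cells | amount = 500 CHO-CHOP cells per well | buffer or medium = F12 with 10% FBS | incubation = 16-18 h cell attachment, then 6 h compound exposure, 37 °C | detection = luminescence read with Steady-Glo | read-out = percent activation relative to tunicamycin control | controls = tunicamycin high control, DMSO low control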
Mdm2-MdmX inh = inhibitors of human Mdm2/MdmX interaction. SaOS-2 split-luciferase Mdm2/MdmX complementation, luminescence. actives 3% (n = 330,000). O15151+Q00987. inhibition, % at 8 µM;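 active = inhibition of at least 50% at 8 µM in the primary screen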
Target sequence (O15151 whole entry, looked up): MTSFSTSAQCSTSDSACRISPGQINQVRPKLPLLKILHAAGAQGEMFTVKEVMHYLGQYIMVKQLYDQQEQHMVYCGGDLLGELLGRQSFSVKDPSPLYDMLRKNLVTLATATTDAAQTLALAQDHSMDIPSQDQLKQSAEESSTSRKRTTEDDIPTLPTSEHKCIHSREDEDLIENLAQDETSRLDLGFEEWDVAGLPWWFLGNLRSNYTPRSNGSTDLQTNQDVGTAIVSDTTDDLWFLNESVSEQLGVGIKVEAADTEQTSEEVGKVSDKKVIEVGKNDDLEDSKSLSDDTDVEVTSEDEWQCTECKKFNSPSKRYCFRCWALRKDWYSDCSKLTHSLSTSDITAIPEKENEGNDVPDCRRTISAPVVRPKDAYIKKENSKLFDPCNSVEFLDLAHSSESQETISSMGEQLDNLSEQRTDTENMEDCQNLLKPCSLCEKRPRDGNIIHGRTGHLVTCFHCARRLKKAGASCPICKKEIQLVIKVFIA
Target sequence (Q00987 whole entry, looked up): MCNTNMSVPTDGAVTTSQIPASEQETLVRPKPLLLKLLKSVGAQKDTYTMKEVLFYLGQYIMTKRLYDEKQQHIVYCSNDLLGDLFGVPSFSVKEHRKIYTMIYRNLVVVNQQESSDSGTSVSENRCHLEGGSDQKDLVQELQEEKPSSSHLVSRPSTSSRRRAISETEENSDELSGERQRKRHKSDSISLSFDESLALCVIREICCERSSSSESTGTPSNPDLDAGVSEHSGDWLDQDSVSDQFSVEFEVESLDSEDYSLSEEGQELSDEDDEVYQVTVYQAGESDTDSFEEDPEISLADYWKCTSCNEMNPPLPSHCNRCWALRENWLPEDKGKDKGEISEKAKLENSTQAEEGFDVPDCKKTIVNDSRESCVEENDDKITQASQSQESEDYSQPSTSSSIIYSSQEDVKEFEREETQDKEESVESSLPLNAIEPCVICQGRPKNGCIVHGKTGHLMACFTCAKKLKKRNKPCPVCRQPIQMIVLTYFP
* hit, by the source's call.

`CC(C)CCN1CCN(Cc2ccc(C#CC(C)(C)O)s2)CC1CCO` (stereo not given) gave XBP1 UPR activ 0, 697 NFkB inh -12, APJ antagonist 21, APJ agonist -3, tim23-1 inh 10, Jurkat NFkB inh -5, CHOP UPR activ 0.5 and Mdm2-MdmX inh -39.
For CCC(C)C(NC=C1C(=O)OC(C)(C)OC1=O)C(=O)O (stereo not given) the results were XBP1 UPR activ -1, 697 NFkB inh 8, APJ antagonist 19, APJ agonist -5, tim23-1 inh 5, Jurkat NFkB inh 13, CHOP UPR activ -0.9 and Mdm2-MdmX inh 30.
COc1ccccc1OCc1nnc(SCC(N)=O)n1-c1ccccc1 was read as XBP1 UPR activ -5, 697 NFkB inh -19, APJ antagonist -8, APJ agonist 5, tim23-1 inh -3, Jurkat NFkB inh -30, CHOP UPR activ -1.8 and Mdm2-MdmX inh -36.
For COc1ccccc1NC(=O)c1ccc2c(=O)n3c(nc2c1)CCC3 the results were XBP1 UPR activ -2, 697 NFkB inh -9, APJ antagonist -4, APJ agonist -2, tim23-1 inh 5, Jurkat NFkB inh -12, CHOP UPR activ 1.9 and Mdm2-MdmX inh 6.
Screening Cc1cc(N2C(=O)C3C4CCC(C4)C3C2=O)no1 (stereo not given) returned XBP1 UPR activ -5, 697 NFkB inh 8, APJ antagonist 6, APJ agonist -1, tim23-1 inh 10, Jurkat NFkB inh -16, CHOP UPR activ -1.0 and Mdm2-MdmX inh 5.
`CCOc1cc(CNCCO)c(Cl)cc1OCC(=O)NCCc1ccccc1` gave XBP1 UPR activ 1, 697 NFkB inh -16, APJ antagonist -7, APJ agonist -1, tim23-1 inh -6, Jurkat NFkB inh -8, CHOP UPR activ -0.4 and Mdm2-MdmX inh -16.
`Cc1ccc(OC(=O)c2cc3ccccc3o2)cc1` gave XBP1 UPR activ 2, 697 NFkB inh -9, APJ antagonist 14, APJ agonist 4, tim23-1 inh 9, Jurkat NFkB inh 9, CHOP UPR activ 7.5 and Mdm2-MdmX inh -11.
`Cc1ccc(Cl)cc1NC(=O)c1cc2ccccc2cc1O` gave XBP1 UPR activ 2, 697 NFkB inh -14, APJ antagonist -70, APJ agonist 22*, tim23-1 inh 17, Jurkat NFkB inh 13, CHOP UPR activ 26 and Mdm2-MdmX inh 93*.
For CC(=O)c1cnc2cc(-c3ccccc3)nn2c1C the results were XBP1 UPR activ 5, 697 NFkB inh -182, APJ antagonist 7, APJ agonist -3, tim23-1 inh 5, Jurkat NFkB inh -112, CHOP UPR activ 3.1 and Mdm2-MdmX inh -74.
Screening O=C(c1ccc2c(c1)OCO2)N1CCc2ccccc2C1 returned XBP1 UPR activ 1, 697 NFkB inh -13, APJ antagonist -11, APJ agonist -4, tim23-1 inh 14, Jurkat NFkB inh -48, CHOP UPR activ 8.6 and Mdm2-MdmX inh -13.
Screening O=C(c1c(Cl)nc2sccn12)N1CCCc2ccccc21 returned XBP1 UPR activ -4, 697 NFkB inh 3, APJ antagonist 0, APJ agonist 2, tim23-1 inh -2, Jurkat NFkB inh 2, CHOP UPR activ -2.4 and Mdm2-MdmX inh 25.
For Cc1cccc(Oc2coc3cc(OC(=O)c4cccs4)ccc3c2=O)c1 the results were XBP1 UPR activ 0, 697 NFkB inh -39, APJ antagonist 5, APJ agonist 5, tim23-1 inh 32, Jurkat NFkB inh -5, CHOP UPR activ 2.5 and Mdm2-MdmX inh -14.
CCC(C(=O)NC1CCCC1)N(C(=O)Cn1nnc(-c2cccs2)n1)c1cnc2ccccc2c1 (stereo not given) was read as XBP1 UPR activ 0, 697 NFkB inh 13, APJ antagonist 24, APJ agonist -6, tim23-1 inh -1, Jurkat NFkB inh 16, CHOP UPR activ 1.2 and Mdm2-MdmX inh 1.
For O=C(COCc1cc(-c2ccc3c(c2)OCO3)on1)Nc1cccnc1Cl the results were XBP1 UPR activ 2, 697 NFkB inh 11, APJ antagonist -5, APJ agonist 0, tim23-1 inh 17, Jurkat NFkB inh 6, CHOP UPR activ 2.8 and Mdm2-MdmX inh 25.
CCC(C)NCCOCCOc1ccc(Br)cc1C (stereo not given) was read as XBP1 UPR activ 1, 697 NFkB inh 10, APJ antagonist 11, APJ agonist -2, tim23-1 inh 8, Jurkat NFkB inh -5, CHOP UPR activ 0.0 and Mdm2-MdmX inh 25.
For CCN(c1ccccc1)S(=O)(=O)c1ccc(C(=O)Nc2ccncc2)cc1 the results were XBP1 UPR activ -1, 697 NFkB inh -13, APJ antagonist -44, APJ agonist 3, tim23-1 inh 19, Jurkat NFkB inh 14, CHOP UPR activ 0.8 and Mdm2-MdmX inh 34.
`Cc1cc(C)n(-c2ccc(C(=O)OCC(=O)c3c(N)n(C)c(=O)n(C)c3=O)cc2)n1` gave XBP1 UPR activ 2, 697 NFkB inh -32, APJ antagonist -4, APJ agonist 3, tim23-1 inh 6, Jurkat NFkB inh -1, CHOP UPR activ -0.1 and Mdm2-MdmX inh 17.
Screening COc1ccc(/C=N/NC(=O)COc2cc(C)cc(C)c2)cc1COC(C)=O returned XBP1 UPR activ -1, 697 NFkB inh 20, APJ antagonist 13, APJ agonist -1, tim23-1 inh -2, Jurkat NFkB inh 10, CHOP UPR activ 2.6 and Mdm2-MdmX inh 12.
CCC(=O)N1CCN=C1SCc1ccccc1 was read as XBP1 UPR activ 1, 697 NFkB inh 5, APJ antagonist -5, APJ agonist -5, tim23-1 inh 4, Jurkat NFkB inh -11, CHOP UPR activ 0.6 and Mdm2-MdmX inh 6.
CCc1c(C(=O)N/N=C/c2ccsc2)csc1C was read as XBP1 UPR activ 3, 697 NFkB inh -19, APJ antagonist 32, APJ agonist -4, tim23-1 inh 19, Jurkat NFkB inh -9, CHOP UPR activ 1.3 and Mdm2-MdmX inh 4.
COc1cccc(N2CCN(C(=O)c3ccc(=O)oc3)CC2C)c1 (stereo not given) was read as XBP1 UPR activ 0, 697 NFkB inh 21, APJ antagonist -4, APJ agonist -5, tim23-1 inh 0, Jurkat NFkB inh 6, CHOP UPR activ -0.4 and Mdm2-MdmX inh 9.
Screening Cc1ccccc1N(CC(=O)NC1CCCCC1)C(=O)CNC(=O)c1cccs1 returned XBP1 UPR activ -2, 697 NFkB inh 9, APJ antagonist -5, APJ agonist 0, tim23-1 inh 9, Jurkat NFkB inh -10, CHOP UPR activ 0.8 and Mdm2-MdmX inh -4.
Screening CCOC(=O)N1CCC(NC(=O)c2cccn3c(=O)c4cc(Br)ccc4nc23)CC1 returned XBP1 UPR activ -1, 697 NFkB inh 11, APJ antagonist 32, APJ agonist -3, tim23-1 inh 24, Jurkat NFkB inh 1, CHOP UPR activ 0.7 and Mdm2-MdmX inh 18.
`CCN(C(=O)COC(=O)c1ccc(N2C(=O)c3ccccc3C2=O)cc1)C1CCS(=O)(=O)C1` (stereo not given) gave XBP1 UPR activ -1, 697 NFkB inh 15, APJ antagonist -11, APJ agonist -3, tim23-1 inh 4, Jurkat NFkB inh 0, CHOP UPR activ 0.4 and Mdm2-MdmX inh 4.
Screening Cc1ccc(NC(=O)c2ccc3ccccc3n2)cc1S(=O)(=O)N1CCOCC1 returned XBP1 UPR activ 7, 697 NFkB inh -2, APJ antagonist 4, APJ agonist -1, tim23-1 inh 16, Jurkat NFkB inh -19, CHOP UPR activ 2.9 and Mdm2-MdmX inh -12.
For CN(CC(=O)Nc1ccc(Cl)c(Cl)c1)C(=O)CNC(=O)Cc1ccccc1 the results were XBP1 UPR activ -4, 697 NFkB inh 18, APJ antagonist 21, APJ agonist -4, tim23-1 inh 5, Jurkat NFkB inh 14, CHOP UPR activ -0.4 and Mdm2-MdmX inh 19.
`Cc1cccc(-c2cc3nc4c(c(NCc5ccco5)n3n2)CCCC4)c1` gave XBP1 UPR activ 4, 697 NFkB inh -264, APJ antagonist -20, APJ agonist -3, tim23-1 inh 54*, Jurkat NFkB inh -154, CHOP UPR activ 3.5 and Mdm2-MdmX inh -70.
`COc1cc(-c2nc3ccccc3c(=O)n2N)cc(OC)c1OC` gave XBP1 UPR activ -3, 697 NFkB inh 11, APJ antagonist 13, APJ agonist -2, tim23-1 inh 13, Jurkat NFkB inh 1, CHOP UPR activ 2.2 and Mdm2-MdmX inh -24.
For CCC(c1nnc(SCC(=O)Nc2ccc(Cl)cc2C(F)(F)F)n1C1CCCCC1)N(C)C (stereo not given) the results were XBP1 UPR activ 0, 697 NFkB inh -2, APJ antagonist -1, APJ agonist 2, tim23-1 inh 38, Jurkat NFkB inh 11, CHOP UPR activ -0.1 and Mdm2-MdmX inh 15.
CCCCNC(=O)CCC(=O)Nc1ccc2nc(N3CCN(C)CC3)cc(C)c2c1 was read as XBP1 UPR activ 0, 697 NFkB inh 14, APJ antagonist -12, APJ agonist -3, tim23-1 inh -4, Jurkat NFkB inh -7, CHOP UPR activ -0.9 and Mdm2-MdmX inh -7.
Screening CCC(=O)NNc1nc2c(F)cc(F)cc2s1 returned XBP1 UPR activ -3, 697 NFkB inh 17, APJ antagonist 18, APJ agonist -2, tim23-1 inh -1, Jurkat NFkB inh 3, CHOP UPR activ 0.1 and Mdm2-MdmX inh 8.
CCOC(=O)C1(CCCc2ccccc2)CCN(Cc2nccn2CC)CC1 was read as XBP1 UPR activ 1, 697 NFkB inh -45, APJ antagonist 1, APJ agonist -1, tim23-1 inh 18, Jurkat NFkB inh -12, CHOP UPR activ -2.4 and Mdm2-MdmX inh 6.
`O=C(NCCCn1ccnc1)c1cc2nc(-c3ccc(Br)cc3)cc(C(F)(F)F)n2n1` gave XBP1 UPR activ 0, 697 NFkB inh 5, APJ antagonist -10, APJ agonist 5, tim23-1 inh 30, Jurkat NFkB inh -9, CHOP UPR activ 0.4 and Mdm2-MdmX inh 1.
N/C(=N/O)c1nc(N2CCCC2)nc(N(c2ccccc2)c2ccccc2)n1 was read as XBP1 UPR activ 1, 697 NFkB inh -3, APJ antagonist 13, APJ agonist -4, tim23-1 inh 48, Jurkat NFkB inh -7, CHOP UPR activ 2.6 and Mdm2-MdmX inh 19.
COc1cc(-c2nc3ccccn3c2/N=C/c2ccc(F)cc2)ccc1O was read as XBP1 UPR activ 3, 697 NFkB inh -6, APJ antagonist -4, APJ agonist -1, tim23-1 inh 26, Jurkat NFkB inh -8, CHOP UPR activ 0.6 and Mdm2-MdmX inh -2.
`O=C(NCCCN1CCCC1=O)c1ccc(S(=O)(=O)Nc2ccccc2)cc1` gave XBP1 UPR activ -3, 697 NFkB inh 19, APJ antagonist 8, APJ agonist -6, tim23-1 inh -7, Jurkat NFkB inh 3, CHOP UPR activ 0.7 and Mdm2-MdmX inh 19.
O=C(C(Sc1ccccc1)c1ccc(Br)cc1)N1CCOCC1 (stereo not given) was read as XBP1 UPR activ 2, 697 NFkB inh 1, APJ antagonist -1, APJ agonist -3, tim23-1 inh 18, Jurkat NFkB inh 0, CHOP UPR activ -0.2 and Mdm2-MdmX inh 13.
